PP1 inh: PP1-alpha (human) inhibition in PP5 counter-screen; purified PP1alpha, OMFP fluorescence; inhibition, % at 6.7 µM; 320,000 compounds, 0.9% hits;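 active = inhibition above the mean inhibition of all tested compounds plus 3 SD, computed separately for each screening campaign, cut at about 15% in these data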
CTSL1 counter: counter-screen for PFM18AAP inhibitors: inhibitors of F. hepatica cathepsin L1; recombinant F. hepatica cathepsin L1, Z-Leu-Arg-MCA fluorescence; inhibition, % at 5.96 µM; 300,000 compounds, 0.49% hits;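 active = inhibition above the mean of all tested compounds plus 3 SD, set per screening campaign, cut at about 17% in these data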;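 also: 0% = plate median of test compound wells and 100% = 1 µM Z-Phe-Ala-diazomethylketone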
HCV core dimer: blocks dimerization of HCV core protein | TR-FRET GST/Flag-core106 dimerization, 1536-well | inhibition, % at 5 µM | 300,000 compounds, 0.33% hits;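 active = inhibition above the mean of all tested compounds plus 3 SD, set per screening campaign, cut at about 45% in these data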
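Material: GST/Flag-tagged HCV core106 proteins. Incubation: 4 h, 22.5 °C incubation. Read-out basis: inhibition (%) from 671 over 617 nm ratio. Measured by: TR-FRET, excitation 340 nm, emission 617 and 671 nm.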
AHR activator: human AHR activation; P35869; AHR-responsive luciferase reporter cells, luminescence; activation, % at 5 µM; 320,000 compounds, 2.5% hits; AID 2796; in the data active = activation above about 47%;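 also: 0% = vehicle wells and 100% = reference agonist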
Target sequence (P35869 whole entry, looked up): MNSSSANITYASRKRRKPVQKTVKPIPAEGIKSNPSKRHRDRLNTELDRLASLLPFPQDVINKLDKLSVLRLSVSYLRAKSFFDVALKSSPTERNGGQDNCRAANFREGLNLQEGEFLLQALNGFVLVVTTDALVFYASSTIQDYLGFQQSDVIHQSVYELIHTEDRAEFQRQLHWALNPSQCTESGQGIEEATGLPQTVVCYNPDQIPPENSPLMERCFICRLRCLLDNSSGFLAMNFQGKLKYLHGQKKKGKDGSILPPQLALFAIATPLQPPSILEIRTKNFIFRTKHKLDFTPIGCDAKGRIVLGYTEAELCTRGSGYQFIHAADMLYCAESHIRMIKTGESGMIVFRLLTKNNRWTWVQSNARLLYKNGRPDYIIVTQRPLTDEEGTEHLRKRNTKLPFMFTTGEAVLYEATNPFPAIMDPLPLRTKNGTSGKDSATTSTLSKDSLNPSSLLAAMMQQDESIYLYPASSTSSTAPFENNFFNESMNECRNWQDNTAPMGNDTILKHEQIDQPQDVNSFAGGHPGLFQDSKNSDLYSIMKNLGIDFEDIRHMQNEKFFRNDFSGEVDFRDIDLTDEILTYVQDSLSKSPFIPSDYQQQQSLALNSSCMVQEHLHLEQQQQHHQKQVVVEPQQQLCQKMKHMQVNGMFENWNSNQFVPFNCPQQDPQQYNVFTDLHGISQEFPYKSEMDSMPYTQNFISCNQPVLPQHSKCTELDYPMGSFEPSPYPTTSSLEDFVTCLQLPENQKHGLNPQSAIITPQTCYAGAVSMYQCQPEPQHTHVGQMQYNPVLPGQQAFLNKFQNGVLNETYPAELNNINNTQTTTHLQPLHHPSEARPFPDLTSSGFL
PP5 primary: inhibitors of human protein phosphatase 5 (PP5); purified PP5c, OMFP substrate fluorescence; P53041; AID 1987; 320,000 compounds, 0.18% hits; inhibition, % at 6.7 µM;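 active = inhibition above the campaign's mean inhibition across all tested compounds plus 3 SD, cut at about 9.5% in these data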;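 also: 0% = DMSO only and 100% = 100 µM cantharidin control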
proCasp7 act: counter-screen for procaspase-3 activators: activators of human procaspase-7; P55210; recombinant procaspase-7, Ac-DEVD-pNA absorbance 405 nm; D23A/D198A/D206A triple mutant, cannot self-cleave; scale: DMSO 0, 5 µM enzyme 100; activation, % at 8.5 µM; 330,000 compounds, 0.093% hits;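 active = percent activation above the screen-wide mean plus 3 SD, cut at about 25% in these data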
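Detection: p-Nitroaniline absorbance at 405 nm, read at 0 and 120 min; system: Uncleavable procaspase-7 mutant enzyme; evaluation: % activation from two-timepoint absorbance difference, scaled to controls; times: 1 h enzyme–compound preincubation and 2 h substrate reaction, both 25 °C; buffer or medium: Zinc-free HEPES pH 7.4 with 300 mM NaCl, 0.01% Triton X-100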
TPT1 inh: C. albicans TPT1 enzyme inhibition; recombinant caTPT1, FP RNA substrate dephosphorylation; inhibition, % at 5 µM; 300,000 compounds, 0.81% hits; AID 1962;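 active = inhibition above the mean of all tested compounds plus 3 SD, set per screening campaign, cut at about 24% in these data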;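 also: plate controls were DMSO alone for no effect and ferristatin control at 100 nM for full effect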
PAFAH2 FP inh: PAFAH2 (human) inhibition; recombinant PAFAH2, FP-rhodamine activity probe, fluorescence polarization; inhibition, % at 3.39 µM; 340,000 compounds, 0.99% hits; Q99487;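 active = inhibition above the mean over all tested compounds plus 3 SD, cut at about 30% in these data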;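 also: inhibitors block probe labeling of enzyme so polarization drops; 0% = enzyme with DMSO and 100% = wells lacking PAFAH2 protein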
proCasp3 act: activators of human procaspase-3. AID 463141. 330,000 compounds, 0.11% hits. activation, % at 8.5 µM. recombinant procaspase-3 D3A, Ac-DEVD-pNA absorbance 405 nm;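 active = activation above the mean of all tested compounds plus 3 SD, cut at about 21% in these data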;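 also: 0% = DMSO alone and 100% = DMSO wells spiked with extra 5 µM PC-3 D3A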
Target sequence (P42574 whole entry D9A/D28A/D175A): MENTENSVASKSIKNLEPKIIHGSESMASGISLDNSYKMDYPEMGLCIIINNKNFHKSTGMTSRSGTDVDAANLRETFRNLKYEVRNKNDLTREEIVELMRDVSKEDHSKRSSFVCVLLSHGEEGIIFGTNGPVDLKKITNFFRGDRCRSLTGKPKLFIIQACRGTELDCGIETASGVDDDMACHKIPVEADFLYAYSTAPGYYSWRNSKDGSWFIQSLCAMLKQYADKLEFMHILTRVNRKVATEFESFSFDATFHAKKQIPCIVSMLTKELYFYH
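assay system = Procaspase-3 D3A mutant | signal = absorbance at 405 nm, 0 and 120 min | times = 1 h preincubation plus 2 h reaction at 25 °C | repeats = single replicate | read-out = % activation between DMSO and enzyme-spiked controls | medium = Zinc-free HEPES saline buffer with Triton X-100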
Starred values were filed as active, the others as inactive; x = not tested or not shown. Rows are unselected; about 5.6% have a hit in one of these screens.

Sequence of screens – proCasp7 act	HCV core dimer	proCasp3 act	PAFAH2 FP inh	PP5 primary	TPT1 inh	PP1 inh	AHR activator	CTSL1 counter
> COc1ccc(OC)c(-n2c(=S)[nH]c3c(sc(=S)n3-c3ccccc3C)c2=O)c1
    -10	10	-1	11	1.0	-2	3	0	1
> S=c1[nH]cc(-c2ccccc2)n1-c1ccccc1
    -28	-4	-11	7	-1.1	-2	-1	3	-3
> Cc1ccc(S(=O)(=O)NCc2ccccc2)cc1C(=O)NC1CCC(C)CC1 (stereo not given)
    -9	0	1	-5	-0.4	-1	-2	6	3
> Cc1ccc(S(=O)(=O)c2cc(C#N)c(=O)[nH]c2N)cc1
    28*	2	14	0	0.9	33*	-3	-2	1
> Cn1nc(C(F)(F)F)c(C#N)c1N1CCN(c2ccccc2F)CC1
    -9	6	1	-3	1.3	-2	-12	-6	10
> O=C(CCN1C(=O)[C@H]2CC=CC[C@H]2C1=O)NCc1nc(-c2ccccc2)no1
    -4	1	12	7	-0.7	1	-2	2	5
> COc1ccc(NC(=O)COC(=O)C2CC2)cc1S(=O)(=O)N1CCCCC1
    -12	x	13	7	-2.3	x	-8	-1	x
> Cc1nnc(SC(C)C(=O)N2CCc3ccccc32)s1 (stereo not given)
    -3	-1	-1	11	-1.8	2	1	8	5
> COc1cc2nc(C3CCC3)n(NC(=O)c3ccco3)c(=O)c2cc1OC
    4	0	-5	1	-0.1	-5	-6	2	-9
> CC(C)CN(C(=O)CN(C)S(=O)(=O)c1ccc(Cl)cc1)C1CCS(=O)(=O)C1 (stereo not given)
    0	-3	3	5	-0.8	3	-6	3	2
> COc1ccccc1NC(=O)c1c(C)oc2c1CCCC2
    2	-2	5	-7	2.9	-3	2	60*	1
> CS(=O)(=O)c1ccc(C2=C(c3ccccc3)C(=O)OC2)cc1
    1	-9	2	6	-1.2	-2	1	-2	-3
> CCN1CCN(C(=O)c2cc(=O)c3cc(C)ccc3o2)CC1
    11	1	5	3	2.5	-1	-5	3	0
> OCCN1CCN(CC(O)COCCOc2ccc(Br)cc2)CC1 (stereo not given)
    6	-12	-1	6	1.7	-2	-1	4	-6
> CC1CCCN(C(=S)SCC(=O)O)C1 (stereo not given)
    -6	-2	0	10	0.6	1	-1	-2	-1
> Cc1ccc(Cl)c(OCC(=O)Nc2ccccc2C(=O)NC2CC2)c1
    -11	0	6	0	2.1	-2	3	7	-2
> CCN(CC)C(=O)C1CCCN(c2ccc([N+](=O)[O-])cc2[N+](=O)[O-])C1 (stereo not given)
    5	-1	-2	6	0.7	0	0	0	0
> O=C(c1ccccc1SCc1ccccc1)N1CCOCC1
    -3	-5	2	1	0.6	0	3	-1	0
> CC1(OC(=O)CCc2ccccc2)C(=O)C=C2C=C(c3ccc(C#N)cc3)N(c3ccccc3)C=C2C1=O (stereo not given)
    -11	35	3	2	1.8	3	6	4	0
> COc1ccc(Cc2[nH]n3c(=O)cc(C)nc3c2-c2ccccc2)cc1
    3	3	7	6	1.4	-4	3	-1	6
> O=S(=O)(NCc1cccnc1)c1ccc(Cl)s1
    7	-13	-1	16	2.7	-1	-3	-3	2
> CC(NC(=O)c1ccc(Br)o1)c1ccc(-n2ccnc2)cc1 (stereo not given)
    -1	x	4	5	x	x	x	10	x
> O=C(Nc1cccc(C2=NCCN2)c1)Nc1cccc(C2=NCCN2)c1
    15	-5	-1	-4	-2.4	-5	1	-3	4
> O=C(COC(=O)c1cccnc1)Nc1cccc2ccccc12
    -7	-3	3	5	-1.2	-3	1	4	-1
> O=C1c2cccc([N+](=O)[O-])c2C(=O)N1c1c[nH]c(=O)[nH]c1=O
    -20	-10	2	5	1.4	-3	-5	-1	3
> Cc1nn(-c2ccccc2)c2sc(C(=O)OCc3nnc(-c4ccccc4)o3)cc12
    10	0	0	-4	-0.5	-2	4	8	-4
> O=C(COC(=O)Cc1ccsc1)Nc1ccc(Cl)c(S(=O)(=O)N2CCOCC2)c1
    0	-1	4	13	0.1	7	-2	-1	-9
> Cc1ccc(/C=N/N(C)C2=NS(=O)(=O)c3ccccc32)o1
    5	6	7	x	0.1	1	-2	-1	7
> O=C(Nc1cccc2ccccc12)c1ccccc1Cl
    7	3	-3	2	-0.1	-1	-7	9	-7
> Nc1nc(SCC(=O)Nc2ccccc2)[nH]c(=O)c1-c1ccccc1
    -3	1	5	-4	-1.5	3	-3	1	4
> CCCCCCC(=O)N1CCN(c2cc3c(cc2F)c(=O)c(C(=O)O)cn3CC)CC1
    -4	-2	0	2	-0.8	-3	6	-1	-1
> O=C(Nc1nc2ccc(F)cc2s1)C1CCN(S(=O)(=O)c2cc([N+](=O)[O-])ccc2Cl)CC1
    -5	46*	-7	-6	-0.2	2	4	10	0
> Cc1ccc(S(=O)(=O)N2CCN(C(=O)c3cccs3)CC2)cc1
    7	-4	-3	7	3.5	-4	-5	-1	2
> CCCCC1CCC(C(=O)N(CCOC)c2c(N)n(CCCC)c(=O)[nH]c2=O)CC1 (stereo not given)
    9	0	-2	4	-1.6	-1	-6	-2	0
> CCN(CC)P(=O)(Nc1cccc(C(F)(F)F)c1)c1ccc(N(C)C)cc1NC(=O)c1ccco1 (stereo not given)
    10	16	6	-2	5.3	-2	7	8	1
> Clc1ccc(Cn2cccn2)cn1
    3	-7	-4	-6	-2.4	-3	2	1	-11
> CC1Nc2ccc(C(=O)NC3CCCCC3)cc2NC1=O (stereo not given)
    7	8	-3	-18	-1.7	34*	-5	1	-1
> CCc1cccc(C)c1NC(=S)N1CCCCC1c1cccnc1 (stereo not given)
    2	-6	-4	-2	0.9	3	-2	1	-9
> CCOc1ccc(-n2nnc3c(=O)n(CC(=O)Nc4cc(C)on4)cnc32)cc1
    -4	4	-9	-6	-1.2	1	-7	4	-3
> CC(=O)c1n[nH]nc1NC(=O)c1ccccc1
    2	-7	0	-15	-1.4	-2	0	0	-1
> O=C(O)CCC(=O)N1CCN(c2nc(-c3ccccc3)c3cc(Br)ccc3n2)CC1
    -11	-3	-2	-5	2.5	-2	10	2	2
> C=CCn1c(SCC(=O)NC)nc2sc3c(c2c1=O)CCC3
    -8	-21	5	1	3.4	-1	-11	0	1
> COc1ccccc1C(=O)NC(CCSC)C(=O)NNC(=O)c1csc(N2CCOCC2)n1 (stereo not given)
    7	-2	1	1	0.8	-1	-6	-2	-5
> c1ccc(N2CCN(c3ccccc3)C2c2cccnc2)cc1
    -1	6	8	6	1.4	-3	1	36	-6
> N#Cc1nc(-c2ccco2)oc1N1CCOCC1
    -2	-1	5	1	1.9	-4	-5	7	-1

Taken from above:
In PP5 primary, Cc1ccc(/C=N/N(C)C2=NS(=O)(=O)c3ccccc32)o1 has the entry 0.1
In proCasp3 act, S=c1[nH]cc(-c2ccccc2)n1-c1ccccc1 has the entry -11
In PP5 primary, O=C(COC(=O)Cc1ccsc1)Nc1ccc(Cl)c(S(=O)(=O)N2CCOCC2)c1 has the entry 0.1

Looked up by structure from above, 2 records:
Sequence of screens – proCasp7 act	HCV core dimer	proCasp3 act	PAFAH2 FP inh	PP5 primary	TPT1 inh	PP1 inh	AHR activator	CTSL1 counter
> CCN(CC)P(=O)(Nc1cccc(C(F)(F)F)c1)c1ccc(N(C)C)cc1NC(=O)c1ccco1 (stereo not given)
    10	16	6	-2	5.3	-2	7	8	1
> O=C(O)CCC(=O)N1CCN(c2nc(-c3ccccc3)c3cc(Br)ccc3n2)CC1
    -11	-3	-2	-5	2.5	-2	10	2	2

Following part:
Sequence of screens – proCasp7 act	HCV core dimer	proCasp3 act	PAFAH2 FP inh	PP5 primary	TPT1 inh	PP1 inh	AHR activator	CTSL1 counter
> CC(C)CCN1C(=O)c2ccc(C(=O)NCc3ccccn3)cc2C1=O
    3	-1	-7	-3	3.2	-4	-4	0	2
> COC(=O)CNC(=O)C1CCN(c2nc(C)cc(C)n2)CC1
    -1	-6	3	-4	-0.7	-5	-3	1	0
> CCOC(=O)C1=C(COC(=O)COc2ccc(C(C)=O)cc2)NC(=O)NC1C (stereo not given)
    3	-5	3	2	-0.7	-1	-4	5	-1
> COc1ccc(N2CCN(C(=O)CCCCCn3c(=O)[nH]c4ccsc4c3=O)CC2)cc1
    -6	0	4	-1	-1.0	3	-5	0	5
> COc1ccccc1NC(=S)N1CCN(c2ccc(F)cc2)CC1
    0	8	3	3	1.4	-3	-2	-2	-6
> CN(Cc1ccnc2ccccc12)C(=O)C1CCC(=O)N(Cc2ccccc2F)C1 (stereo not given)
    2	-6	8	-1	-0.7	-3	-3	3	2
> COc1ccccc1N1CCN(C2CCCN(S(=O)(=O)c3ccc(C)cc3)C2)CC1 (stereo not given)
    0	-6	10	0	1.8	-5	-1	0	2
> CC(C)n1c(Nc2ccccc2)nc2ccccc21
    1	1	-2	-6	-1.0	-2	-5	1	1
> COc1cccc(-n2c(C)c3c(OC)cccc(=O)c3c2C)c1
    -6	52*	7	43*	-1.4	4	9	-1	-3
> CCCC(=O)NCCc1nc2ccccc2n1CC(=O)c1ccccc1
    -4	0	0	-2	-2.4	2	-3	2	-2
> CC(OC(=O)Cc1ccc(Br)cc1)C(=O)NC1CCCCC1C (stereo not given)
    -3	3	-5	0	3.5	0	-2	4	-4
> N#C/C(=C/c1ccc(N2CCCCCC2)o1)c1cccc(F)c1
    -10	0	0	7	0.9	160*	3	0	5
> Cc1cccc(NC(=O)CCC(=O)c2cccs2)n1
    -7	-4	2	-2	-0.2	-2	0	4	11
> COCCCNc1nc2nonc2nc1NCCSC
    -2	0	7	-2	0.5	-1	1	1	-3
> COc1ccc(-c2cc(C(F)(F)F)n3ncc(C(=O)Nc4c(C)n(C)n(-c5ccccc5)c4=O)c3n2)cc1
    6	-2	4	x	1.9	2	-3	3	2
> CN(C)CCCn1c(SCc2ccc(Cl)cc2)nnc1-c1ccncc1
    11	-2	4	3	-0.9	-2	-2	-1	0
> Cc1ccc(-c2nc(CCNC(=O)c3ccco3)cs2)cc1
    0	0	2	2	2.3	-1	2	6	4
> Cc1csc(SCC(=O)Nc2cccc3nsnc23)n1
    -17	-1	-5	1	0.6	-3	0	4	3
> O=C1c2ccccc2C(=O)C1c1ccnc2ccccc12
    3	20	3	10	-1.5	11	2	62*	1
> CCCS(=O)(=O)c1c(S(=O)(=O)CCC)c2c(N)cccn2c1C(=O)OC
    12	2	-2	4	1.4	-6	-1	2	1
> CCc1noc(C)c1C(=O)N1CCN(S(=O)(=O)c2ccc(Cl)cc2)CC1
    -5	x	-1	3	0.1	x	-3	0	x
> Cc1ccc(CNC(=O)CCc2c(C)nc3c(c(C)nn3-c3ccc(C)cc3)c2C)cc1
    0	-13	2	-5	1.7	-3	0	0	1
> O=C(NCCCCCCNC(=O)OC1CCS(=O)(=O)C1)OC1CCS(=O)(=O)C1 (stereo not given)
    -1	-4	9	5	-0.8	2	-6	0	4
> CCOc1cccc(-c2c(C(=O)N/N=C/c3cccnc3)nnn2-c2nonc2N)c1
    3	5	0	-2	4.4	1	-3	21	-1
> Cc1ccc2oc(=O)cc(CN3CCCCC3)c2c1
    1	-4	0	-7	0.5	4	-1	2	-1
> CCOC(=O)c1ccc(NC2=CC(=O)C(=O)c3ccccc32)cc1
    4	25	-2	38*	5.1	-2	0	15	1
